LYP phosphatase – inhibitors of LYP phosphatase, biochemical, fluorescence intensity, uHTS (AID 1779); recombinant LYP phosphatase, fluorescence intensity; higher % means a stronger effect; inhibition, % at 11.5 µM; hits with a dose series show IC50 in µM; hit rate 0.054% among 290,000;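 note: plate controls were vehicle with enzyme for no effect and no enzyme for full effect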
Yfh1-off respiration – mitochondrial function rescue without frataxin homolog – Friedreich's ataxia, plus single-dose screen, dose response (AID 1465); S. cerevisiae Yfh1-off respiration, WST-1 reduction, 72 h; higher fold induction means a stronger effect; one-dose fold induction at 50 µM; EC50 in µM for titrated hits; hit rate 0.074% among 220,000;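 active = fold induction of absorbance versus untreated yeast above a set limit, then at least 30% activation at any dose in follow-up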;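 note: activators that raise dye reduction in frataxin-depleted yeast; strong numbers were not always called active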
M1AAP inhibition – P. falciparum M1AAP inhibitors, biochemical, fluorogenic H-Leu-NHMec substrate, 1536-well (AID 1445); inhibition, % at 30 µM, or IC50 in µM where a hit was titrated; hit rate 0.42% among 220,000; recombinant M1AAP, H-Leu-NHMec fluorogenic kinetic assay; higher % means a stronger effect;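 active = primary inhibition above the hit cutoff, then over 50% inhibition at one or more dose response concentrations, cut at about 23% in these data, passing the limit was not always enough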;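 note: plate controls were DMSO full reaction for no effect and no enzyme background for full effect; strong numbers were not always called active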
XIAP antagonists – small molecules displacing peptide from XIAP – biochemical, IAP family, fluorescence polarization (AID 1018); hit rate 0.007% among 200,000; XIAP BIR domain, fluorescence polarization peptide displacement; higher % means a stronger effect; one-dose displacement, % at 20 µM; IC50 in µM for titrated hits; in the data active = displacement above about 50%; note: a part of the inactive calls stands beside numbers as strong as those of hits
P. falciparum M17LAP – P. falciparum M17LAP inhibitors, primary screen, biochemical, fluorogenic H-Leu-NHMec substrate, 1536-well (AID 1619). recombinant M17LAP, H-Leu-NHMec fluorogenic kinetic assay; higher % means a stronger effect. hit rate 0.38% among 220,000. inhibition, % at 30 µM; hits with a dose series show IC50 in µM;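 active = compound inhibiting the enzyme by more than half at any dose during confirmatory dose-response retesting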;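 note: plate controls were full reaction with DMSO carrier for no effect and no enzyme background for full effect; strong numbers were not always called active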
human PMI inhibition – MPI enzyme activity inhibition – biochemical, fluorescence intensity, coupled assay, primary screen (AID 1209). purified PMI enzyme, coupled fluorescence intensity; higher % means a stronger effect. hit rate 0.42% among 190,000. one-dose inhibition, % at 20 µM; IC50 in µM for titrated hits;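 note: plate controls were DMSO vehicle for no effect and wells lacking substrate for full effect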
human PMI inhibitors – MPI inhibition at elevated mannose 6-phosphate – biochemical, fluorescence intensity, high mannose 6-phosphate, primary screen (AID 1220); hit rate 0.66% among 190,000; recombinant PMI enzyme, coupled fluorescence intensity; higher % means a stronger effect; inhibition, % at 20 µM; hits with a dose series show IC50 in µM
WT yeast gro inh – growth inhibition of WT yeast, mitochondrial fusion screen. hit rate 2.1% among 190,000. mitochondrial fusion phenotypic screen, WT strain. AID 1362. inhibition, % at 10 µM; in the data active = inhibition above about 58%; tested in S. cerevisiae
TNAP activation fold – human TNAP enzyme activators, primary screen, biochemical, luminescent, no phosphate acceptor, uHTS (AID 1001); purified TNAP, luminescent activation assay, no phosphate acceptor; higher activation fold means a stronger effect; activation fold at 20 µM, or EC50 in µM where a hit was titrated; hit rate 0.03% among 200,000; in the data active = activation fold from about 3, or a potency from the dose series; inactive = the rest, 99 in 100 with activation fold below about 1.6; note: many of its hits are not listed in these tables
WT yeast gro inh mutant strain – second read-out of WT yeast gro inh, no call of its own (marks repeat the call); inhibition, %; mitochondrial fusion phenotypic screen, mutant strain inhibition
Numbers without * were called inactive; i = inactive; . = not tested or not shown. Cut-off read from the data, not from the text of the source, unless noted: active = inhibition above about 50%; inactive = the rest.

Molecule | LYP phosphatase | Yfh1-off respiration | M1AAP inhibition | XIAP antagonists | P. falciparum M17LAP | human PMI inhibition | human PMI inhibitors | WT yeast gro inh | WT yeast gro inh mutant strain | TNAP activation fold
O=C(CN(Cc1ccco1)C(=O)CNS(=O)(=O)c1ccc(F)cc1)NCCc1ccccc1 | -3% | i | 0% | -3.5% | 4% | 5% | 2% | -11 | -1 | 1
Cc1cc(C)c(S(=O)(=O)c2ccccc2C)c(N(C)C)n1 | -1% | i | 5% | 0.5% | 4% | 3% | 0% | -2 | 30 | 1.1
COc1ccc(NC(=O)/C=C/C(=O)O)c([N+](=O)[O-])c1 | -2% | i | 2% | . | 2% | . | . | . | . | .
CCOC(=O)c1sc(-c2ccccc2)cc1NC(=O)CSc1nnnn1C | 4% | i | 5% | -6.4% | 14% | 3% | 12% | . | . | 1
O=C(c1ccccc1)N1CCC(c2nc(-c3ccc(S(=O)(=O)NCC4CCCO4)cc3)no2)CC1 (stereo not given) | -5% | i | 3% | -2.8% | -8% | 5% | 7% | -7 | -10 | 1.1
O=c1cc(O)c(-c2cccc(Cl)c2)c(Cl)[nH]1 | -2% | i | 11% | -7.3% | 15% | 2% | 2% | -7 | -19 | 1.3
CSc1ccccc1NC(=O)COC(=O)c1ccccc1Cc1ccccc1 | 1% | i | 3% | -6.8% | -3% | 3% | 1% | 29 | -4 | 1.1
O=C(Nc1ccccc1N1CCCC1)c1cccnc1 | -5% | i | 5% | -0.8% | -6% | -63% | -112% | 4 | -3 | 1.1
Cc1ccc(OCCn2c(=O)cnc3ccccc32)cc1 | -4% | i | 7% | -3.0% | 1% | 9% | 8% | -18 | -11 | 1
COc1ccc(NS(=O)(=O)c2cccc(N/C(=N\S(=O)(=O)c3ccccc3)c3ccc(F)cc3)c2)cc1 | 0% | i | 8% | -3.6% | -6% | 22% | 24% | -22 | 3 | 1.1
O=C(/C=C/c1ncc(C(F)(F)F)cc1Cl)OCc1ccccc1 | -1% | i | -4% | 1.6% | -3% | 16% | 15% | 13 | 23 | 1.1
CCOC(=O)N1CCN(S(=O)(=O)c2ccc(C(=O)Nc3ccc(F)cc3F)cc2)CC1 | 1% | . | -1% | -4.2% | -10% | 47% | 15% | 14 | 4 | 1
CC(C)OC(=O)c1cccc(NC(=O)CSc2nnc(N)s2)c1 | -1% | . | -4% | -4.3% | 35% | -7% | -5% | 13 | -4 | 1.2
COc1cc(S(=O)(=O)N2CCN(Cc3ccc4c(c3)OCO4)CC2)c(C)cc1C | 0% | i | 3% | -2.9% | 7% | 9% | 17% | 30 | 18 | 0.9
O=C(CCn1c(=O)c2ccccc2n(CC(=O)NCCC2=CCCCC2)c1=O)NCc1ccco1 | 0% | i | 8% | -3.1% | 6% | -2% | -1% | -35 | -14 | 1.2
COc1ccccc1C1C(C(C)=O)=C(O)C(=O)N1CCc1ccccc1 (stereo not given) | 8% | i | 12% | 0.0% | 23% | 4% | 2% | 9 | 15 | 1.1
CCCC(=O)c1c[nH]c(C(=O)NCCCN2CCOCC2)c1 | -8% | i | 7% | -1.3% | -5% | -5% | -11% | 13 | 8 | 1.1
COC(=O)c1ccc(=O)n(Cc2ccc3c(c2)OCO3)c1 | -6% | i | 3% | -7.3% | 15% | -1% | 0% | -1 | -10 | 1.1
COc1cc(N=c2oc3c(C)ncc(CO)c3cc2C(N)=O)cc(OC)c1OC | -6% | i | 9% | -6.3% | -3% | 3% | 2% | 0 | 4 | 1.1
CCC(CO)NCc1ccccc1OC(C)C (stereo not given) | -5% | i | 4% | -3.7% | 0% | 4% | -4% | -16 | 5 | 1.1
COCCCNC(=O)CC(NS(=O)(=O)c1ccc(Cl)cc1)c1ccco1 (stereo not given) | -9% | i | 6% | -8.5% | 5% | 8% | 6% | -4 | 4 | 1.1
CCOc1ccc(C(=O)NCC(=O)OCc2csc(-c3ccccc3)n2)cc1 | 1% | i | 7% | -3.3% | 14% | 19% | 0% | -10 | 1 | 1.1
CO/N=C(/CNC(=O)c1ccc(Cl)cc1Cl)c1ccc(Cl)cc1 | -9% | . | 3% | -4.0% | -5% | -1% | 2% | 12 | -4 | 1.1
O=C(Nc1nnc(C2CC2)s1)c1cccc(S(=O)(=O)N2CC(c3ccccc3)CC2=O)c1 (stereo not given) | 5% | i | 1% | -4.3% | 7% | 8% | 9% | -11 | -7 | 0.9
Cc1cc(Sc2nc(N(C)C)nc(N(C)C)n2)nc(Cl)n1 | -9% | i | -1% | 0.0% | -13% | -6% | -7% | -2 | 9 | 1.1
O=C(CCCn1c(=S)[nH]c2ccc(Br)cc2c1=O)N1CCN(c2ccccn2)CC1 | 2% | i | 21% | -2.5% | 2% | 6% | -2% | 4 | 9 | 1.1
CCCCn1c(SCC(=O)Nc2cc(C(F)(F)F)ccc2Cl)nnc1C(CC)N(C)C (stereo not given) | -4% | i | -3% | -4.3% | -2% | -4% | -1% | 2 | 16 | 1
O=C(O)c1ccccc1NC(=O)C1CCCO1 (stereo not given) | -9% | i | 0% | -2.5% | 6% | 7% | -6% | -4 | -3 | 1.1
Cc1cc(=O)oc2cc(OCCC[n+]3ccccc3)ccc12 | -2% | i | -5% | . | 0% | . | . | . | . | .
COc1ccc(CC(=O)Nc2cccc(S(=O)(=O)N3CCCCCC3)c2)cc1OC | 5% | i | 1% | -20% | 9% | 16% | 14% | -19 | 6 | 1.1
Cc1ccc(-c2nnc(SCC(=O)Nc3ccccc3N3CCOCC3)o2)cc1 | -9% | i | 0% | -6.8% | 5% | 7% | 0% | 8 | 10 | 1.2
CC(=O)c1c(C)[nH]c(-c2ccccc2)c1C | -6% | i | 3% | 12% | 14% | -1% | -2% | -1 | -13 | 1.1
Cc1nn(-c2ccccn2)c2c1C(c1ccccc1Cl)C1=C(N2)c2ccccc2C1=O (stereo not given) | 1% | i | 3% | 1.6% | 10% | -4% | -10% | 9 | 2 | 0.9
Cc1ccc(C(=O)Cn2c(N3CCOCC3)nc3c2c(=O)n(C)c(=O)n3C)cc1 | -6% | i | 6% | 1.9% | -3% | -5% | -8% | -13 | 0 | 1.1
CCOC(=O)c1cc(-c2cc(OC)c(OC)c(OC)c2)nc2c1c(=O)[nH]c(=O)n2Cc1ccccc1 | -9% | i | 3% | -8.0% | -6% | -5% | 6% | -7 | 6 | 1.1
CCCOc1ccc(N2CC(C(=O)NCCc3ccc(OC)c(OC)c3)CC2=O)cc1 (stereo not given) | -3% | i | 5% | -3.0% | -1% | 0% | -5% | 4 | 3 | 1.1
Cn1c(=O)c2c([nH]c(OCc3ccc(Cl)cc3Cl)[n+]2Cc2ccc(F)cc2)n(C)c1=O | -2% | i | 4% | . | 0% | . | . | . | . | .
O=C(Nc1cnn(Cc2ccc(Cl)cc2Cl)c1)c1cc(-c2cccs2)on1 | -5% | i | 10% | -11% | 0% | 14% | 12% | 5 | -8 | 1
Cc1nc2c([nH]c3ccccc32)c(=O)n1N | -3% | i | 8% | -2.2% | 1% | 7% | 12% | 2 | -7 | 1.1
O=C(N/N=C/c1cccs1)C(=O)N1CCCC1 | 3% | i | 4% | -5.0% | 6% | -3% | 6% | -3 | -6 | 1.1
O=C(c1ccc2c(=O)n(Cc3ccco3)c(=S)[nH]c2c1)N1CCN(c2ccccc2)CC1 | -4% | . | 6% | -2.5% | 1% | 3% | -1% | -3 | -5 | 1
Cc1scc(C(=O)N2CCN(S(C)(=O)=O)CC2)c1-c1ccccc1 | -5% | i | 9% | -0.4% | 3% | 8% | 0% | 14 | 15 | 1.1
N#Cc1ccccc1S(=O)c1ccccc1C(=O)Nc1ccccc1 (stereo not given) | -3% | i | 20% | -1.6% | 1% | -8% | -11% | -3 | -19 | 1.2
COC(=O)C1=CN(Cc2cccs2)C=C(C(=O)OC)C1c1cccc(OC)c1OC | -8% | i | -2% | -18% | -5% | 7% | 5% | -14 | -5 | 1.2
CSc1ccccc1NC(=O)c1ccoc1C | -6% | i | 7% | -2.5% | -9% | 4% | 3% | 4 | 15 | 1.1
COC(=O)c1sc2nc[nH]c(=O)c2c1C | -4% | . | 2% | -2.7% | -1% | -6% | -14% | -5 | 3 | 1
O=C(CCSc1ccccc1)Nc1nnc(-c2cccs2)o1 | -6% | . | -3% | -3.6% | 4% | 0% | -6% | 7 | 18 | 1
CC(C)(C)S(=O)(=O)/C(C#N)=N/Nc1ccc(S(N)(=O)=O)cc1 | 0% | i | 20% | -5.5% | 16% | -3% | 1% | -16 | 8 | 1.1
C/C(=N\N(Cc1ccccc1)c1ccccc1)c1cccnc1 | 0% | i | 0% | -3.4% | 11% | 5% | 5% | 39 | 3 | 1.2
CCN(CC)S(=O)(=O)c1cccc(C(=O)N/N=C/c2c(C)nn(-c3ccccc3)c2Cl)c1 | -9% | i | 0% | -2.1% | 15% | 3% | -13% | -5 | 0 | 1
O=C(Cc1c[nH]c2ccccc12)NCc1ccc(Cl)cc1Cl | -5% | i | 2% | -2.2% | 5% | 8% | 13% | 27 | 2 | 1.1
O=C(O)c1ccc2c(c1)N(Cc1ccccc1F)C(=O)c1ccccc1S2=O (stereo not given) | -4% | i | -5% | -6.5% | 14% | 0% | -4% | 1 | 2 | 1.2
CC1CCN(CC(=O)Nc2cccc(Cl)c2)CC1 | -7% | i | 14% | -4.0% | 6% | -5% | -5% | -5 | 10 | 1.1
Cc1[nH][nH]c(=O)c1C(c1ccc(-c2ccc(Cl)cc2)o1)c1c(C)[nH][nH]c1=O | -3% | i | 11% | -6.7% | 61% | -4% | -38% | -18 | -3 | 1.6
CCNC(=S)N/N=C(\C)c1ccco1 | 9% | i | 7% | -7.0% | 12% | -10% | 1% | -6 | 25 | 1.1

Part of the list above, with values under each structure:
Every second line gives: LYP phosphatase | Yfh1-off respiration | M1AAP inhibition | XIAP antagonists | P. falciparum M17LAP | human PMI inhibition | human PMI inhibitors | WT yeast gro inh | WT yeast gro inh mutant strain | TNAP activation fold
CCOC(=O)c1cc(-c2cc(OC)c(OC)c(OC)c2)nc2c1c(=O)[nH]c(=O)n2Cc1ccccc1
  -9% | i | 3% | -8.0% | -6% | -5% | 6% | -7 | 6 | 1.1
CCCOc1ccc(N2CC(C(=O)NCCc3ccc(OC)c(OC)c3)CC2=O)cc1 (stereo not given)
  -3% | i | 5% | -3.0% | -1% | 0% | -5% | 4 | 3 | 1.1
Cn1c(=O)c2c([nH]c(OCc3ccc(Cl)cc3Cl)[n+]2Cc2ccc(F)cc2)n(C)c1=O
  -2% | i | 4% | . | 0% | . | . | . | . | .
O=C(Nc1cnn(Cc2ccc(Cl)cc2Cl)c1)c1cc(-c2cccs2)on1
  -5% | i | 10% | -11% | 0% | 14% | 12% | 5 | -8 | 1
Cc1nc2c([nH]c3ccccc32)c(=O)n1N
  -3% | i | 8% | -2.2% | 1% | 7% | 12% | 2 | -7 | 1.1
O=C(N/N=C/c1cccs1)C(=O)N1CCCC1
  3% | i | 4% | -5.0% | 6% | -3% | 6% | -3 | -6 | 1.1
O=C(c1ccc2c(=O)n(Cc3ccco3)c(=S)[nH]c2c1)N1CCN(c2ccccc2)CC1
  -4% | . | 6% | -2.5% | 1% | 3% | -1% | -3 | -5 | 1
Cc1scc(C(=O)N2CCN(S(C)(=O)=O)CC2)c1-c1ccccc1
  -5% | i | 9% | -0.4% | 3% | 8% | 0% | 14 | 15 | 1.1

High-throughput results as filed in PubChem BioAssay.
